Screening results: PubChem, National Center for Advancing Translational Sciences (NCATS)
Mito fusion yeast: inhibitors of mitochondrial division or activators of mitochondrial fusion. S. cerevisiae fusion-defective mutant growth rescue, CellTiterGlo 48 h. AID 485298. hit rate 0.23% among 320,000. Potency, µM (series often up to 46.1 µM), inactives show top-dose growth rescue (activation), usual class: activators;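 further: potency means the concentration at half of the fitted maximal effect; % of control where 0% means no effect; nearly all actives have a fitted effect of over 45% in size; temperature-sensitive fusion mutants such as fzo1-1 at 37 °C on non-fermentable ethanol glycerol medium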
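Luminescent cell viability in 1536-well qHTS format served as the measure of rescued growth in ts fusion-mutant S. cerevisiae cultured on non-fermentable YPEG for 48 hours at 37C.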
TCR activator: T cell receptor activation | primary human leukocytes, anti-CD3, IL-2 HTRF, 48 h | Potency, µM (highest dose often 9.22 µM), inactives show at the top dose activation of IL-2 secretion, actives largely listed as activators | 330,000 tested, under 10 active; further: % of control where 0% means no effect
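IL-2 produced over 48 hr by a-CD3 bead-stimulated primary human leukocytes exposed to compounds was detected with a homogeneous time-resolved FRET immunoassay, 665nm acceptor signal after 320nm excitation.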
Integrin act MD: integrin-mediated muscular dystrophy alleviation activation. alpha7betagal myoblasts, beta-gal FDG fluorescence, 48 h. hit rate 0.064% among 350,000. Potency, µM (doses to about 38.3 µM), inactives show at the highest dose activation, actives largely listed as activators;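 further: potency means the concentration at half of the fitted maximal effect; 100% = response of the positive control SU9516; nearly all actives have a fitted effect of over 60% in size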
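alpha7betagal+/- myoblasts (passage 13, 250/well) treated 48 h at 37C with compounds at 1:260 dilution of DMSO stock. Lysed, then beta-galactosidase activity read as FDG fluorescence (ex 480/em 540) after 30 min, with pre-read for autofluorescence.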
Eya2 phos inh: blocks the phosphatase activity of human Eya2 | Potency, µM (highest dose often 76.9 µM), for inactives: top-dose activity, negative = inhibition, usual class: inhibitors | AID 488837 | O00167 | hit rate 0.006% among 330,000 | recombinant Eya2, OMFP fluorescence dephosphorylation (OMFP is methylfluorescein phosphate); further: potency means the concentration at half of the fitted maximal effect; on the % scale 0 is the no-effect control and ±100 the full control effect
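Eya2 (0.2 uM) preincubated 10 min at ambient with compound, then OMFP substrate added at 50 uM; 10 min reaction in 50 mM HEPES pH 7.5, 50 mM NaCl, 5 uM MgCl2, 0.05% BSA, 1 mM DTT. Fluorescence read at Ex 485/Em 525 nm.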
ASM inhibitor: inhibitors of human secretory acid sphingomyelinase; P17405; placental ASM, HMU-PC fluorogenic substrate, 60 min; Potency, µM (top dose mostly 57.5 µM), for the others: at the top dose activity change, negative = inhibition, actives largely listed as inhibitors; hit rate 0.006% among 340,000; AID 504937; further: potency means the concentration at half of the fitted maximal effect
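Fluorogenic HMU-PC substrate (9 uM final) is turned over by placental ASM in 60 min at 37 C after a 10 min compound preincubation. Reaction ended by alkaline stop (pH 10), with fluorescence read at 386/447 nm.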
ELG1 DNA repair: ELG1-dependent DNA repair inhibition; HEK293T ELG1-luciferase reporter, luminescence, 16 h; DNA damage induced by 5-fluorouridine; Potency, µM (top dose mostly 46.1 µM), for the others: top-dose activity change, negative = inhibition, most hits filed as inhibitors; hit rate 2.3% among 330,000; further: potency means the concentration at half of the fitted maximal effect; on the % scale 0 is the no-effect control and ±100 the full control effect; nearly all actives have a fitted effect of over 55% in size
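In this reporter screen, reduction of luminescence relative to DMSO vehicle indicated activity. Compounds and 5-fluorouridine were added together to 2,000 cells per well, incubated for 16 hr at 37 °C, then developed with ONE-Glo.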
TSG101-PTAP inh: blocks PTAP/TSG101 interaction to inhibit HIV-1 budding | Q99816 | Fluorescence polarization, FITC-PTAP peptide / Tsg101 binding | Potency, µM (top dose mostly 115 µM), for inactives: top-dose activity change, negative = inhibition, actives largely listed as inhibitors | 340,000 tested, under 10 active; active means well fitted inhibition curve with a large enough effect in the main read-out, with a control signal flat, not every such curve was filed as active; inconclusive means small, poorly fitted or top-dose-only effect, or effect the other way, or a change in a side signal; inactive means no such curve, though single readings can be large or run the other way; further: potency means the concentration at half of the fitted maximal effect; % of control where 0% means no effect
Target sequence (Q99816 whole entry, looked up): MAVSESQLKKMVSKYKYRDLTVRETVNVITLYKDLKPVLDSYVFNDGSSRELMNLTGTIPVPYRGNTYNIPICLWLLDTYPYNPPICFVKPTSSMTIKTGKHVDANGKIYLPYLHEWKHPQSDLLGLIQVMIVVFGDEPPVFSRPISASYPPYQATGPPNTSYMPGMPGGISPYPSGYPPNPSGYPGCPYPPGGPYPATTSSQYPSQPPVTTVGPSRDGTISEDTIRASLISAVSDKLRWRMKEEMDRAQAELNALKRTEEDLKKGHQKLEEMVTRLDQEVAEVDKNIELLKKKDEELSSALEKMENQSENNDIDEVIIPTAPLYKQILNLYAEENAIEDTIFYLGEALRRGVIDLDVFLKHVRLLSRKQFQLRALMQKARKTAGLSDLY
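Steps: Tsg101 binding domain dispensed (10 uM final), compounds pinned in DMSO, FITC-labeled PTAP-motif peptide added (50 nM final); after 20 min binding at room temperature, polarization measured.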
Tb PFK inh: inhibitors of T. brucei phosphofructokinase | O15648 | T. brucei PFK, ADP-Glo luminescence | Potency, µM (series often up to 57.5 µM), inactives show at the top dose activity, negative = inhibition, usual class: inhibitors | hit rate 0.17% among 330,000 | AID 485367;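 further: potency means the concentration at half of the fitted maximal effect; 0% = uninhibited 1x PFK enzyme wells and -100% = no-enzyme wells; nearly all actives have a fitted effect of over 60% in size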
Target sequence (O15648 whole entry, looked up): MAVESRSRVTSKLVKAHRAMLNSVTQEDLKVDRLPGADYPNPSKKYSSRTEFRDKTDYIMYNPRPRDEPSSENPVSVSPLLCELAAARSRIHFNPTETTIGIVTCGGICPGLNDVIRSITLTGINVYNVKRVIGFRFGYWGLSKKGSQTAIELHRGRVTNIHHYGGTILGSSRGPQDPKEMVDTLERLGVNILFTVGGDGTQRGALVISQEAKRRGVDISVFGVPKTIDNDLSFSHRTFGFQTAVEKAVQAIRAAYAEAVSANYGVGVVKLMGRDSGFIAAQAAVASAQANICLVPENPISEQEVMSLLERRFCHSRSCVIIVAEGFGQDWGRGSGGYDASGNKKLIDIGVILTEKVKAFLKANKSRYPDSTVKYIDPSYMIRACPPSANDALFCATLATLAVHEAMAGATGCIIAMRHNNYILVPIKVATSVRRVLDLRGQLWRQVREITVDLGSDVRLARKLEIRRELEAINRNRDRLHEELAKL
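1.25 nM PFK with 0.5 mM F6P and 0.1 mM ATP in 0.1 M TEA pH 8.0, 5 mM MgCl2, incubated 45 min at room temperature; ADP measured by ADP-Glo luminescence; compounds titrated up to 57 uM.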
TSHR antagonist: blocks TSH signaling through the human TSH receptor; TSHR-expressing cells, TSH-stimulated cAMP HTRF, 2 h; active compounds read low; hit rate 0.2% among 330,000; P16473; activity change, negative = inhibition, % at 11.5 µM;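 active means activity change below a set negative limit, meaning inhibition stronger than a set level, cut at about -70% in these data; inconclusive means activity change between two set negative limits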; further: on the % scale 0 is the no-effect control and ±100 the full control effect
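Competitive HTRF cAMP read-out (cryptate anti-cAMP antibody, cAMP-d2; 30 min, room temperature) in freshly harvested TSHR cells. Compounds added before TSH at EC80 (4nM final), followed by 2 hours' incubation at 37 deg C.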
BCR signal inh: blocks chronic active B-cell receptor signaling | hit rate 0.05% among 340,000 | ABC-DLBCL IkBa-CBG/CBR reporter, luminescence ratio, 4 h | Potency, µM (top dose mostly 46.1 µM), inactives show top-dose ratio change, negative = lower green/red ratio, actives largely listed as inhibitors; active means well fitted inhibition curve with a large enough effect in the signal ratio, with a control signal flat, not every such curve was filed as active; inconclusive means small, poorly fitted or top-dose-only effect, or effect the other way, or a change in a side signal; the % refers to the signal ratio;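 further: potency means the concentration at half of the fitted maximal effect; plate controls were basal doxycycline-induced cells for no effect and cells given 10 µM MG132 for full effect; MG132 reads +100%, hits lower the ratio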
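TMD8 human ABC-DLBCL cells with doxycycline-inducible IκBα–green luciferase fusion and unfused red luciferase, in 0.5% FBS medium; compounds up to 46 uM, 4 h at 37C. Green/red luminescence ratio, filter-overlap corrected, fitted to concentration-response curves.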
A-T KAP1 phos: candidate therapy for ataxia-telangiectasia | hit rate 0.19% among 320,000 | AID 485349 | […] A-T fibroblasts, KAP-1 phosphorylation AlphaLISA; neocarzinostatin DNA damage 30 min before lysis | Potency, µM (top dose mostly 57.5 µM), without a hit: at the highest dose activation, hits mostly activators; further: potency means the concentration at half of the fitted maximal effect; % of control where 0% means no effect; nearly all actives have a fitted effect of over 45% in size
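hTERT-immortalized A-T patient fibroblasts ([…]), 500 cells/well in OPTI-MEM, 1% FBS, got compounds for 60 min, then NCS for 30 min at 37C. Lysates were then assayed for phospho-KAP-1 by AlphaLISA (anti-pKAP1 donor, anti-KAP1 acceptor beads), 6 hr at 25C.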
* marks the source's active call; other numbers are inactive results; ? = inconclusive; nt = not tested or not shown; [ ] = another dose, or the depositor's remark. Unless noted, the call rests on the fitted dose curve; in most records, active means well fitted curve in the direction sought with a large enough effect; inconclusive means small, poorly fitted or top-dose-only effect, or another doubt; inactive means no such curve, though single readings can be large; an effect the other way counts as inactive or inconclusive.

Start of the data: the first eight records, to show the layout:
SMILES	Mito fusion yeast	TCR activator	Integrin act MD	Eya2 phos inh	ASM inhibitor	ELG1 DNA repair	TSG101-PTAP inh	Tb PFK inh	TSHR antagonist	BCR signal inh	A-T KAP1 phos
O=C(Nc1cccc(-c2nnc(-c3ccccc3)o2)c1)C1CCCO1 (stereo not given)	?	2%	-25%	-17%	-3%	?	-6%	0%	0	14%	-7%
O=C(CSc1nnc(-c2cccnc2)n1-c1ccccc1)N1CCN(c2ccc(F)cc2)CC1	1%	5%	-13%	5%	0%	?	-7%	-2%	1	13%	0%
COc1ccc(OCC(=O)NC(=S)Nc2ccc(N3CCOCC3)c(Cl)c2)cc1	-2%	6%	7%	-12%	0%	-2%	-2%	2%	-48	12%	2%
COc1cc2c(=O)n(Cc3ccccc3)c(=O)n(CC(=O)NCCc3ccccc3)c2cc1OC	-2%	-16%	-1%	-1%	-3%	2%	-4%	-5%	1	?	-2%
CC1(C)CC(=O)C2=C(C1)N(c1ccc(F)cc1)C(=O)NC2(C(F)(F)F)C(F)(F)F	1%	-5%	10%	-9%	-3%	-3%	0%	1%	-6	2%	14%
CCCCn1c(N)c(N(C(=O)CSc2nnc(C)n2-c2ccccc2)C2CCCC2)c(=O)[nH]c1=O	-2%	2%	7%	2%	3%	26%	-4%	-14%	4	?	-6%
COC(=O)CN1CCN(C(=O)c2ccco2)CC1	-3%	-59%	-10%	-7%	5%	19%	2%	2%	-2	7%	11%
CCOC(=O)Cc1csc(NC(=O)CSc2nnc(-c3ccc(OC)cc3)n2C)n1	1%	0%	15%	13%	3%	?	-1%	1%	-10	-1%	6%

Main list, repeating the preview:
SMILES	Mito fusion yeast	TCR activator	Integrin act MD	Eya2 phos inh	ASM inhibitor	ELG1 DNA repair	TSG101-PTAP inh	Tb PFK inh	TSHR antagonist	BCR signal inh	A-T KAP1 phos
O=C(Nc1cccc(-c2nnc(-c3ccccc3)o2)c1)C1CCCO1 (stereo not given)	?	2%	-25%	-17%	-3%	?	-6%	0%	0	14%	-7%
O=C(CSc1nnc(-c2cccnc2)n1-c1ccccc1)N1CCN(c2ccc(F)cc2)CC1	1%	5%	-13%	5%	0%	?	-7%	-2%	1	13%	0%
COc1ccc(OCC(=O)NC(=S)Nc2ccc(N3CCOCC3)c(Cl)c2)cc1	-2%	6%	7%	-12%	0%	-2%	-2%	2%	-48	12%	2%
COc1cc2c(=O)n(Cc3ccccc3)c(=O)n(CC(=O)NCCc3ccccc3)c2cc1OC	-2%	-16%	-1%	-1%	-3%	2%	-4%	-5%	1	?	-2%
CC1(C)CC(=O)C2=C(C1)N(c1ccc(F)cc1)C(=O)NC2(C(F)(F)F)C(F)(F)F	1%	-5%	10%	-9%	-3%	-3%	0%	1%	-6	2%	14%
CCCCn1c(N)c(N(C(=O)CSc2nnc(C)n2-c2ccccc2)C2CCCC2)c(=O)[nH]c1=O	-2%	2%	7%	2%	3%	26%	-4%	-14%	4	?	-6%
COC(=O)CN1CCN(C(=O)c2ccco2)CC1	-3%	-59%	-10%	-7%	5%	19%	2%	2%	-2	7%	11%
CCOC(=O)Cc1csc(NC(=O)CSc2nnc(-c3ccc(OC)cc3)n2C)n1	1%	0%	15%	13%	3%	?	-1%	1%	-10	-1%	6%
COc1ccccc1C(=O)Nc1nnc(S(=O)(=O)N2CCCCC2)s1	11%	-3%	9%	6%	-6%	?	-6%	1%	-9	?	-3%
CCCN(CCC)S(=O)(=O)c1ccc(NC(=O)C2CCCO2)cc1 (stereo not given)	3%	0%[46.1 µM]	3%	1%	0%	0%	-3%	-4%	-2	8%	nt
O=C1CCCN1CC(O)CS(=O)(=O)Cc1ccc(Cl)cc1Cl (stereo not given)	2%	2%	11%	-14%	-1%	-1%	-9%	0%	1	6%	17%
Cc1cc(C)c(NC(=O)C2CCCN2CCC(C)C)c(C)c1 (stereo not given)	-1%	-3%[46.1 µM]	10%	6%	4%	10%	-4%	0%	0	-17%	-4%
CCOc1ccccc1-n1cnc(C#N)c1N	0%	11%	-2%	-14%	2%	12%	-4%	-4%	-2	0%	-2%
C/C(=N\N1CCN(c2ccccc2)CC1)c1ccncc1	3%	-19%	-1%	6%	4%	9%	1%	5%	-2	?	-2%
CCCCC(=O)Nc1ccc2c(c1)nc(CN1CCN(C(=O)OCC)CC1)n2C	9%	-2%	-20%	-6%	-1%	?	-2%	2%	8	-5%	8%
CCOC(=O)C(C)Sc1nc2c([nH]c3ccccc32)c(=O)n1C (stereo not given)	10%	-5%[46.1 µM]	-24%	2%	-10%	-11%	-4%	-2%	22	?	-1%
CC(=O)N1CC(C)Oc2ccc(S(=O)(=O)Nc3ccc(Cl)cn3)cc21 (stereo not given)	0%	-7%	6%	8%	-2%	1%	-6%	1%	-13	11%	10%
NS(=O)(=O)c1ccc(NC(=S)NCc2ccc(Cl)cc2)cc1	0%	-3%	-6%	0%	-2%	-3%	-2%	12µM*	-14	?	5%
FC(F)(F)Oc1ccc(NC(=S)Nc2ccccc2N2CCOCC2)cc1	-2%	-3%	-28%	?	-1%	?	-6%	1%	-2	1%	-5%
COc1ccc(CCNC(=O)CCCCCNC(=O)N2CCn3c2nc2ccccc23)cc1OC	1%	-5%	?	-4%	5%	-11%	0%	-2%	-9	5%	9%
CCc1ccc(NC(=O)CSc2ccc(-c3cccnc3)nn2)cc1	6%	-2%	-22%	-2%	1%	?	-5%	-3%	-2	-3%	27%
Cc1ccc(NC(C#N)c2ccccc2OCc2ccccc2)cc1 (stereo not given)	4%	1%	-10%	-21%	-3%	10%	-3%	0%	17	?	6%
Cc1cccc(C)c1NC(=O)CSc1nnc(-c2cccnc2)o1	-11%	0%	19%	-16%	0%	10%	-2%	2%	6	0%	-3%
Cc1ccc(C(O)CSc2nnc(-c3ccc4ccccc4c3)n2C)cc1 (stereo not given)	-4%	0%	2%	20%	-2%	-14%	1%	-2%	-9	2%	-5%
N/C(=N\OC(=O)c1ccc(Cl)c(Cl)c1)c1cccc(CSc2ccccn2)c1	2%	-5%	20%	6%	-3%	?	0%	1%	-6	?	15%
Cc1c(C2C(C#N)=C(N)N(c3cccc([N+](=O)[O-])c3)C3=C2C(=O)CCC3)cnn1C (stereo not given)	-2%	nt	nt	0%	nt	6%	nt	0%	-7	-4%	5%[11.5 µM]
NNC(=O)CSc1nc(-c2ccccc2)nc2c1CCCC2	4%	1%	?	0%	0%	-19%	0%	2%	-17	2%	-2%
Cc1cc2cc(C)c3nnc(SCC(=O)Nc4ccc(S(=O)(=O)N5CCCCC5)cc4)n3c2cc1C	-3%	5%	-3%	6%	0%	?	-3%	1%	3	1%	2%
Cc1nnc(NC(=O)c2ccc(C)c(S(=O)(=O)N3CCCCCC3)c2)s1	6%	-1%	19%	-2%	2%	-15%	-1%	0%	-22	0%	4%
Cc1ccc(C(=O)C2CCN(S(=O)(=O)c3ccccc3C(=O)O)CC2)cc1	4%	0%	5%	4%	0%	11%	-5%	2%	-30	-1%	11%
CCn1c(C)[n+](CC)c2ccc(S(=O)(=O)NC)cc21	-1%	2%	16%	0%	1%	-1%	-1%	-3%	0	5%	-3%
O=C1N(Cc2cccnc2)C[C@@H]2C[C@@H](c3ccc(C(F)(F)F)cc3)N3CCC[C@@]123	5%	3%	-12%	0%	-2%	-7%	0%	-2%	6	0%	4%
